PPARg SRC2 recr = agonists of SRC-2 recruitment by human PPARgamma; PPARgamma LBD-SRC-2 recruitment, biochemical; activation, % at 8 µM; 0.34% of 200,000 active; in the data active = activation above about 22%;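 also: 0% = vehicle and 100% = reference agonist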
Target sequence (P37231 whole entry, looked up, the tested form may be a part): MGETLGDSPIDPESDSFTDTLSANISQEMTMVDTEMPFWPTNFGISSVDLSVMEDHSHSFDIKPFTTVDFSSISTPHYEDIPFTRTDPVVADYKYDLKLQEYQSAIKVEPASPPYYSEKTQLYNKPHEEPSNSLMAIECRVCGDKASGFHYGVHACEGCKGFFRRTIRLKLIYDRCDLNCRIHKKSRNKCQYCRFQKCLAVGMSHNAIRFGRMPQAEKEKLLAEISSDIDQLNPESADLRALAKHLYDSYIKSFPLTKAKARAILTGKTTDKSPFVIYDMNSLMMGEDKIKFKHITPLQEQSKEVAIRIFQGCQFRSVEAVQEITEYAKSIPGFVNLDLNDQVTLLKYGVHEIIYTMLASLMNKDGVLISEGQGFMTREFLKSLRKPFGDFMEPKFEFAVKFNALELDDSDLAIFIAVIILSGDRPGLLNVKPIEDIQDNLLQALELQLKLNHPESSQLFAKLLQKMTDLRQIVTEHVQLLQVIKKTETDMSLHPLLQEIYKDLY
STAT3 blocker = STAT3 signaling inhibition. U3A cells, IL-6 STAT3-luciferase reporter, luminescence; host cell line lacks STAT1. inhibition, % at 5.5 µM. 0.89% of 190,000 active;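 active = inhibition above the mean inhibition across all screened compounds plus 3 SD, cut at about 44% in these data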;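 also: 0% = DMSO only wells and 100% = 100 µM nifuroxazide control wells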
TLR4-MyD88 BLA = blocks binding of human TLR4 to MyD88. O00206+Q99836. HeLa CL3-4 TLR4/MyD88 BLA complementation, FRET ratio. inhibition, % at 8.4 µM. 0.18% of 200,000 active. AID 861; in the data active = inhibition above about 25%;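 also: 0% = vehicle and 100% = reference inhibitor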
SRC2 TRFRET art = flags TR-FRET format artefacts in PPARgamma SRC-2 recruitment agonist screen; TR-FRET artefact counter-screen; stronger effect = higher value; 0.4% of 200,000 active; TR-FRET ratio at 8 µM; in the data active = TR-FRET ratio above about 2000; also: inactives centre near 1500
PPARg SRC-3 ag = PPARgamma-driven SRC-3 recruitment agonism | biochemical PPARgamma/SRC-3 coactivator recruitment assay | activation, % at 8 µM | 0.26% of 200,000 active | AID 731; in the data active = activation above about 23%;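 also: 0% = DMSO and 100% = reference agonist; some compounds past the cut are filed as inactive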
ROMK primary = modulates human ROMK potassium channel activity | P48048 | Tet-inducible ROMK, thallium flux fluorescence; actives lie on both sides | B-score at 10 µM | 2% of 130,000 active | AID 1918;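 active = signal ratio slope over the read window, or its plate-corrected B-score, at least 3 SD from the plate mean, either direction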;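 also: B-score of the F/F0 ratio slope over 7 to 12 s after thallium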
PPARg SRC-1 ag = promotes SRC-1 coactivator recruitment by human PPARgamma; P37231; PPARgamma-SRC-1 coactivator recruitment biochemical assay; activation, % at 8 µM; 0.41% of 200,000 active; in the data active = activation above about 19%;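 also: 0% = DMSO and 100% = reference agonist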
S1P3 antag = blocks the human S1P3 receptor; inhibition, % at 4.98 µM; CHO S1P3 NFAT-BLA reporter, FRET fluorescence, antagonist mode; 0.27% of 170,000 active; AID 485;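 active = inhibition above the plate cutoff, the mean inhibition of test wells on that plate plus 3 SD, cut at about 28% in these data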;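 also: cells challenged with S1P at its EC80 of 0.8 µM; blue over green emission ratio from cleaved BLA substrate after 4 h stimulation; 0% = S1P-stimulated wells and 100% = unstimulated DMSO-only wells; some compounds past the cut are filed as inactive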
Target sequence (Q99500 whole entry, looked up): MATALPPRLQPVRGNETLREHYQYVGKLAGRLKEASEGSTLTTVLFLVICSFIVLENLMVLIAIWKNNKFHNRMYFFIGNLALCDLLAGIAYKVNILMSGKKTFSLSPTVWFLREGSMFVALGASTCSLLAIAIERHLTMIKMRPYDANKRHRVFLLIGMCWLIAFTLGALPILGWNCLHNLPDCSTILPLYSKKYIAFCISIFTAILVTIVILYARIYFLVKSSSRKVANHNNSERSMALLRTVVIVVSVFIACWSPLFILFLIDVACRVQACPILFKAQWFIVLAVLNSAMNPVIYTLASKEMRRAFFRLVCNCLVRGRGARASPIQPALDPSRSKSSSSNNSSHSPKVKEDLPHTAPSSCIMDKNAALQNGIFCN
STAT3 act = STAT3 signaling activation; activation (% of control), % at 5.6 µM; U3A cells, IL-6 STAT3-luciferase reporter, luminescence; 100% = signal with IL-6 EC80 alone; 0.91% of 190,000 active;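 active = activation above the screen-wide mean of compound activation plus 3 SD, cut at about 130% in these data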;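 also: 0% = background luminescence of wells with medium and substrate only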
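Test system: STAT3-luciferase reporter U3A cells; Detection: reporter luminescence signal; Times: 1 h compound pre-exposure, 6 h IL-6 stimulation, 37 °C; Benchmarks: IL-6-only high control; Also added: IL-6 stimulus at 33 ng/mL final.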
RAM inhibit = blocks the yeast RAM network. S. cerevisiae dse1pr::URA3 reporter, 5-FOA growth OD615, 2 d; analog-sensitive cbk1-as2 kinase mutant strain. 1.8% of 190,000 active. inhibition, % at 50 µM;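 active = inhibition above a set limit, 3 SD over mean compound inhibition, cut at about 8.4% in these data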;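 also: 0% = DMSO-only wells with no growth and 100% = 10 µM 1-NA-PP1 full growth; inhibition rescues growth on 5-FOA so higher OD means more RAM inhibition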
STAT1 inh = STAT1 signaling inhibition. NIH 3T3 STAT1-luciferase reporter, IFN-gamma, luminescence. inhibition, % at 5.5 µM. 0.35% of 200,000 active. AID 920;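 active = inhibition above a set limit, the mean inhibition across all tested compounds plus 3 SD, cut at about 34% in these data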;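 also: 0% = IFN-gamma with DMSO and 100% = IFN-gamma with 300 µM nifuroxazide; values of inactives mirror those of a sister screen read the other way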
An asterisk follows results filed as active; . = not tested or not shown.

SMILES | PPARg SRC2 recr | STAT3 blocker | TLR4-MyD88 BLA | SRC2 TRFRET art | PPARg SRC-3 ag | ROMK primary | PPARg SRC-1 ag | S1P3 antag | STAT3 act | RAM inhibit | STAT1 inh
CSc1nnc(-c2cnccn2)n1Cc1ccccc1 | 5 | -6 | -8 | 1545 | -13 | . | -5 | -21 | 109 | 1.9 | -5
CC(C)CCNC(=O)C1CCN(c2nnc(-n3cccc3)s2)CC1 | 3 | 5 | -7 | 1533 | 12 | . | -4 | . | 101 | 2.7 | -2
O=C(CSCc1ccc(Br)cc1)N=Nc1c(O)[nH]c2ccccc12 | 2 | 2 | -8 | 1534 | 2 | . | 6 | 0 | 100 | 0.5 | 1
CCCCOc1ccc(N(CC(=O)NCC2CCCO2)C(=O)CCC(=O)Nc2cc(C)ccn2)cc1 (configuration not stated) | 1 | -1 | 1 | 1587 | 5 | . | -4 | . | 104 | -1.0 | 1
CCc1ccc(-n2c(O)c(C=NCCN(CC)CC)c(=O)[nH]c2=O)cc1 | 7 | 2 | 0 | 1584 | 11 | . | 6 | . | 98 | 2.2 | 0
COC(=O)C1CCN(CC(N)=O)CC1 | 2 | -3 | 4 | 1564 | 6 | . | 1 | . | 104 | 0.7 | 3
CCCC(=O)Nn1cnc2c(c1=O)C1(CCCC1)Cc1ccccc1-2 | 12 | 3 | 8 | 1638 | -2 | -1.2 | 5 | . | 100 | 4.0 | -3
COc1ccc(NC(=O)CSc2nnc(-c3ccco3)n2C)cc1 | 6 | 25 | 21 | 1597 | 1 | . | 8 | 2 | 84 | -0.4 | -1
CCCOC(=O)CSc1nc(N)c(C#N)c(-c2ccco2)c1C#N | 16 | 20 | 3 | 1567 | 10 | . | 7 | . | 86 | 9.3* | 1
Cc1ccc(S(=O)(=O)N2CCN(C(=O)Cc3ccc4c(c3)OCCO4)CC2)cc1C | 1 | -4 | 2 | 1821 | 4 | -2.4 | 5 | 2 | 107 | 3.2 | -5
Cc1cccc2sc(NC(=O)CN3C(=O)C4CC=CCC4C3=O)nc12 (configuration not stated) | 7 | -1 | 3 | 1685 | 4 | -0.12 | 4 | 8 | 104 | 0.4 | -1
O=c1cc2c(n[nH]1)CCCC2 | -2 | 5 | -5 | 1459 | -4 | . | -5 | 6 | 101 | -0.8 | -2
CC1=C(C(=O)OCc2ccc3c(c2)OCO3)C(c2cccc([N+](=O)[O-])c2)NC(=O)N1 (configuration not stated) | 6 | 15 | -2 | 1801 | 1 | -0.89 | -1 | -5 | 93 | 3.3 | 24
Cc1cc(F)ccc1S(=O)(=O)Nc1ccccc1C(=O)Nc1ccc2[nH]c(=O)[nH]c2c1 | 9 | 1 | -1 | 1511 | -3 | . | -1 | . | 105 | 1.5 | -3
CCc1nnc(NS(=O)(=O)c2ccc(NC(=S)NC(=O)c3cccnc3)cc2)s1 | 0 | -2 | 2 | 1260 | 1 | 0.52 | -4 | -3 | 106 | 1.5 | 7
C/C(=N/Nc1ccc([N+](=O)[O-])cc1)c1ccc(C)cc1C | 2 | 16 | 18 | 1651 | -4 | 0.26 | 11 | 33* | 88 | 5.7 | -2
COc1ccc(CCNC(=S)NCc2cccs2)cc1OC | -3 | 5 | -16 | 1747 | 1 | -0.14 | 8 | -16 | 100 | 0.1 | 3
CCOc1ccc(N2CC(O)=C(c3ccccc3)C2=N)cc1 | -2 | -10 | -4 | 1423 | -2 | -0.81 | 3 | -12 | 111 | 0.3 | -3
C=C(C)c1cccc(C(C)(C)NC(=O)N2CCN(c3ccccn3)CC2)c1 | -3 | 12 | -2 | 1486 | -8 | . | 4 | 5 | 98 | 0.3 | -2
COc1ccc(C(=O)NCC(=O)N2CCCC(C)C2)cc1OC (configuration not stated) | 5 | 7 | 9 | 1574 | 1 | 1.5 | -11 | -6 | 98 | 3.2 | -9
COc1ccc(C2=C(N)c3ccccc3C2=O)cc1 | 15 | 14 | 2 | 1564 | 7 | -0.24 | 6 | 2 | 90 | 1.2 | -35
O=C(CCc1ccccc1)Nc1ccccc1C(=O)NCc1ccco1 | 7 | 9 | 2 | 1527 | 0 | . | 6 | . | 95 | 0.2 | 7
CCNC(=O)CSc1nc2ccccc2c(=O)n1CCCOC(C)C | 6 | 6 | 13 | 1629 | 1 | . | 5 | -4 | 99 | 1.0 | 0
COc1ccc2sc(N(CCCN(C)C)C(=O)c3nc4ccccc4s3)nc2c1 | 1 | 0 | -14 | 1601 | 4 | -0.49 | 7 | 12 | 110 | 0.1 | 1
CC(C)(C)c1ccccc1NC(=O)Cn1cnc2cc([N+](=O)[O-])ccc2c1=O | 9 | 8 | -3 | 1606 | 0 | 1.3 | -4 | -5 | 95 | 4.1 | 6
CC(=O)NC1=NN(C(C)=O)C(C)(CS(=O)(=O)c2ccc(Cl)cc2)S1 (configuration not stated) | -2 | -6 | 4 | 1310 | 10 | . | -2 | . | 109 | -0.2 | 3
O=C(Cc1ccccc1)NC(NC(=S)Nc1cc(Cl)ccc1Cl)C(Cl)(Cl)Cl (configuration not stated) | 8 | 5 | -12 | 1474 | 2 | 0.46 | 2 | . | 102 | 3.0 | 1
CC1(C)CC(=O)C2=C(C1)OC(N)=C(C#N)C2Cc1ccccc1 (configuration not stated) | -6 | 1 | 1 | 1393 | 0 | . | 4 | 20 | 101 | 0.7 | -3
Cc1c(NC(=O)C(C)OC(=O)CNC(=O)c2ccccc2)c(=O)n(-c2ccccc2)n1C (configuration not stated) | 7 | 10 | 4 | 1589 | -4 | -0.14 | 9 | . | 98 | 1.9 | 1
CC1CCC(C(C)C)C(OC(=O)COC(=O)c2ccc(=O)[nH]c2)C1 (configuration not stated) | -3 | 4 | -1 | 1412 | -7 | -0.054 | 1 | -24 | 98 | -1.5 | 0
Cc1ccc(SCc2nc(N)nc(Nc3ccccc3C)n2)cc1C | 0 | 21 | 10 | 1500 | -1 | . | 6 | 5 | 84 | 1.4 | 1
CCOC(=S)N/C(=N\S(=O)(=O)c1ccccc1)c1ccccc1 | -1 | 6 | -6 | 1730 | 6 | . | 2 | . | 97 | 0.7 | -1
Cn1c(=O)c2ncn(CC(=O)NC3CCCCCC3)c2n(C)c1=O | -4 | 0 | 0 | 1582 | 12 | . | 8 | . | 103 | -0.1 | -2
COc1cccc(N2C(=O)C3CCCN3C2c2ccc(N(C)C)cc2)c1 (configuration not stated) | 2 | -5 | 2 | 1560 | 0 | . | 2 | -3 | 108 | 0.1 | -1
CCCNC(=O)c1c(N)n(-c2cccc(OC)c2)c2nc3ccccc3nc12 | -2 | 14 | -24 | 1479 | -3 | -1.1 | 2 | 21 | 91 | 4.0 | -3
CC(C)CC(COCc1ccc([N+](=O)[O-])cc1)N1CCN(C(=O)c2ccc(C(F)(F)F)cc2)CCC1=O (configuration not stated) | 16 | -5 | -5 | 1664 | 1 | -1.6 | 4 | -10 | 102 | 2.3 | 2
N#CC1=C(N)Oc2n[nH]c(-c3ccccc3)c2C1c1cccnc1 (configuration not stated) | 2 | -8 | 2 | 1453 | -4 | 0.49 | 3 | -18 | 109 | 0.8 | 1
COCCCNCCOCCOc1ccc(Cl)cc1Br | -3 | -11 | 6 | 1644 | -1 | -0.69 | -1 | 5 | 107 | 1.4 | -2
N#Cc1ccc(C(=O)NCC(c2ccco2)N2CCCC2)cc1 (configuration not stated) | 2 | 9 | -1 | 1571 | -2 | . | -7 | . | 95 | 0.9 | -5
CCC(CC)c1nnc(NC(=O)c2nn(C)c(=O)c3ccccc23)s1 | 12 | 18 | 13 | 1612 | 4 | -0.15 | 5 | -16 | 88 | 2.8 | -4
Cc1ccccc1SCC(=O)OCC(=O)Nc1sccc1C(N)=O | 7 | 23 | 4 | 1593 | 0 | . | 1 | 13 | 83 | -0.4 | 7
COc1ccc(CN2C(=O)CC(Cc3cc(C)cc(C)c3)C2=O)cc1OC (configuration not stated) | 2 | 2 | -10 | 1652 | 2 | -0.25 | 6 | -1 | 98 | 1.6 | 6
Cc1ccc2nc(SCC(=O)c3ccc(Cl)s3)[nH]c2c1 | 3 | 20 | 14 | 1623 | 5 | 0.23 | 7 | . | 88 | -0.2 | -8
CC(=O)Nc1ccc(S(=O)(=O)NCCSCc2ccc(Cl)cc2Cl)cc1 | -3 | 38 | -3 | 1439 | 5 | . | -2 | . | 70 | 6.4 | 8
CC(Nc1ccc(Br)cc1)C(=O)N/N=C/c1ccccc1OCc1ccccc1 (configuration not stated) | 7 | 3 | 0 | 1425 | -12 | -0.12 | 1 | . | 97 | 1.0 | -1
CCn1ncc(Br)c1C(=O)NC(C)c1ccccc1 (configuration not stated) | 1 | -4 | 1 | 1407 | 2 | -0.057 | -5 | . | 106 | 0.7 | 2
COc1ccc(CCN(Cc2ccccn2)C(=S)Nc2cccc(C)c2)cc1OC | 5 | 11 | -4 | 1535 | 0 | 0.021 | 2 | -7 | 93 | 0.5 | 6
O=C1CSC(c2ccccc2F)N1c1cc(Cl)ccc1O (configuration not stated) | 10 | -16 | -12 | 1660 | 9 | . | 7 | -7 | 119 | 2.1 | -1
CC1=C/C(=C\c2ccc3c(c2)OCO3)C(=O)S1 | 20 | 5 | -7 | 1699 | 8 | . | -9 | -26 | 100 | 1.6 | 1
CCN(CC)c1ccc(NC(=O)c2cccc(C)c2)cc1S(=O)(=O)Nc1ccccc1OC | -4 | 4 | -7 | 1461 | 0 | 0.031 | -7 | -1 | 96 | 2.8 | 5
CN1C2C=C3C(C#N)=C(N)C(C#N)(C#N)[C@H](c4c(F)cccc4F)[C@H]3C1CC2 (some centres not stated) | 0 | 3 | -2 | 1510 | 1 | . | 5 | . | 101 | -0.4 | 0
O=C(Cc1ccc(Cl)cc1)NNC(=S)NC(=O)c1cccnc1 | 1 | -5 | 11 | 1574 | 4 | 0.18 | 3 | -1 | 111 | 2.8 | -7
CSc1ccccc1NC(=O)CN(C)CC(=O)Nc1ccc(Cl)cc1[N+](=O)[O-] | 1 | -18 | 12 | 1581 | 3 | -1.1 | -2 | -3 | 117 | -0.1 | -1
CC1CCCC(C)N1C(=O)CSc1nnc(C2CCCCC2)o1 (configuration not stated) | 0 | 6 | 1 | 1640 | -2 | . | 7 | 9 | 101 | 2.1 | -4

Record cards (already shown):
Shown for COc1ccc(CN2C(=O)CC(Cc3cc(C)cc(C)c3)C2=O)cc1OC (configuration not stated) : PPARg SRC2 recr: 2; STAT3 blocker: 2; TLR4-MyD88 BLA: -10; SRC2 TRFRET art: 1652; PPARg SRC-3 ag: 2; ROMK primary: -0.25; PPARg SRC-1 ag: 6; S1P3 antag: -1; STAT3 act: 98; RAM inhibit: 1.6; STAT1 inh: 6
Shown for CN1C2C=C3C(C#N)=C(N)C(C#N)(C#N)[C@H](c4c(F)cccc4F)[C@H]3C1CC2 (some centres not stated) : PPARg SRC2 recr: 0; STAT3 blocker: 3; TLR4-MyD88 BLA: -2; SRC2 TRFRET art: 1510; PPARg SRC-3 ag: 1; ROMK primary: .; PPARg SRC-1 ag: 5; S1P3 antag: .; STAT3 act: 101; RAM inhibit: -0.4; STAT1 inh: 0

Source: PubChem (several laboratories)
